Screening results deposited in PubChem by several laboratories.
KCNK9 inh: blocks the human KCNK9 two-pore domain potassium channel; 1.2% of 310,000 active; HEK293 KCNK9, FluxOR thallium flux fluorescence; hits give low values; B-score at 10 µM; Q9NPC2;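 active = ratio B-score over 3 SD below the library mean, with starting fluorescence within 5 SD of its mean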;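 also: negative B-score means less thallium flux so channel inhibition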
DYRK1A inh: blocks rat Dyrk1A kinase activity | Q63470 | ADP-Glo luminescence, NFATc1 peptide | inhibition, % at 12.5 µM | 0.43% of 310,000 active | AID 504441; in the data active = inhibition above about 50%;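 also: plate controls were vehicle with enzyme for no effect and no enzyme for full effect; many of its hits are not listed in these tables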
KCNK3 inh: human KCNK3 channel inhibition, primary screen; B-score at 10 µM; CHO-KCNK3 thallium flux, FluxOR fluorescence; hits give low values; O14649; 0.84% of 340,000 active;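 active = B-score under library mean minus 4 SD, starting fluorescence ratio at most library mean plus 5 SD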;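 also: more negative B-score means stronger inhibition of thallium flux through KCNK3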
HDAC3 inh: human HDAC3 inhibition; recombinant HDAC3, fluorogenic peptide/trypsin coupled, fluorescence; inhibition, % at 8.3 µM; 0.15% of 320,000 active; in the data active = inhibition above about 26%, passing the limit was not always enough; inconclusive = no clear call, values can overlap the other calls
PolyA inh: yeast polyadenylation inhibition; calls only at 12 µM; 0.02% of 300,000 active; S. cerevisiae SKY197-pL101 polyadenylation reporter, beta-gal luminescence; efflux-impaired pdr1/pdr3 knockout yeast; score 100 = 6 SD above DMSO;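 active = lowest replicate activity score at least 50, where 100 means six control SD above control mean; inconclusive = lowest score under 50 but half or more replicates reach 50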;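 also: yeast exposed to compound for 9 h at 30 °C; higher score means more reporter readthrough which indicates perturbed polyadenylation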
KCNQ1 pot: potentiates or activates the human KCNQ1 potassium channel; 0.35% of 310,000 active; P51787; B-score at 10 µM; CHO-K1 KCNQ1, thallium flux FluxOR fluorescence; hits give high values; AID 2648;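 active = fluorescence ratio B-score, a plate-corrected score, at least three library SD, with initial intensity B-score within 5 SD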
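System: CHO-K1 cells stably expressing KCNQ1 / Medium: assay buffer for compound exposure, DMSO matched across wells / Reagent: thallium- and potassium-containing depolarizing buffer / Compound: one concentration, matched DMSO / Incubation: 20 min compound pretreatment at room temperature / Measured by: kinetic FluxOR fluorescence, 10 s baseline plus 110 s post-stimulus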
RGS4 pot: potentiators or activators of RGS4; HEK293 M3R/inducible RGS4, carbachol calcium flux Fluo4; hits give low values; 0.92% of 310,000 active; AID 463111; B-score at 10 µM;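 active = B-score of the integrated calcium signal more than 4 SD below the library mean, with starting fluorescence not abnormally high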;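 also: negative B-score means reduced calcium response which marks RGS4 activation or potentiation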
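Also added: carbachol at ECmax as muscarinic agonist stimulus; Assay system: HEK293 cells with stable M3R and inducible RGS4; Timing: overnight RGS4 induction, 30 min dye load 37 °C, 20 min compound RT; Measured by: Fluo4-AM (2 µM) calcium-flux fluorescence, kinetic read.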
GSK3A inh: human GSK-3 alpha kinase inhibition; ADP-Glo luminescence, 60 min; inhibition, % at 10 µM; 0.1% of 320,000 active;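 in the data active = inhibition above about 50%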;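 also: GST-tagged GSK-3 alpha with peptide substrate and 25 µM ATP; 0% = DMSO neutral wells and 100% = GW8510 positive control wells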
Target sequence (P49840 whole entry, looked up): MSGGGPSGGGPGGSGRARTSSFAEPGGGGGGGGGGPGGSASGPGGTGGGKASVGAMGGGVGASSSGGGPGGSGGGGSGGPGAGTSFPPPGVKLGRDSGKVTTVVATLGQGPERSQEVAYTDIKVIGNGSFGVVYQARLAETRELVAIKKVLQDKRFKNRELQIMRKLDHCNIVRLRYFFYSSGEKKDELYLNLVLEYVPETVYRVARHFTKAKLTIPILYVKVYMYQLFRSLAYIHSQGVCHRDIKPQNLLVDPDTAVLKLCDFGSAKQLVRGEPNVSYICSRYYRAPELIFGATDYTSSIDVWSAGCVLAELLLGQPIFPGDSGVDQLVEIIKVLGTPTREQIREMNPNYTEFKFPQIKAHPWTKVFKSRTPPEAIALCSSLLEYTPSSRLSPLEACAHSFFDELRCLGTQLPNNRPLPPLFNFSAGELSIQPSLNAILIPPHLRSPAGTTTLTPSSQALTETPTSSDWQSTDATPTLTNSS
hERG rescue: shields human hERG channel from block by proarrhythmic agents; CHO-hERG, FluxOR thallium flux, dofetilide IC70 present; activation (rescue from dofetilide block), less the hit threshold, % at 10 µM; 0.51% of 310,000 active; AID 1511;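 active = activation above the mean of controls blocked by dofetilide plus 5 SD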;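 also: thallium influx through hERG after potassium depolarization seen as dye fluorescence rise; in these data hits start at about 4.7%; inactives centre near -7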
KCNQ1 block: human KCNQ1 channel inhibition | P51787 | CHO-K1 KCNQ1, FluxOR thallium flux fluorescence; hits give high values | B-score at 10 µM | 1.3% of 310,000 active | AID 2642;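 active = compounds whose thallium flux B-score, printed positive for inhibition, exceeds three library SD while starting fluorescence stays within three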;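 also: channel opened by potassium depolarization with thallium stimulus after 20 min compound exposure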
GSK3beta inhib: human GSK3beta kinase inhibition; AID 2097; activity score (negative = inhibition), % at 10 µM; 0.038% of 300,000 active; GST-GSK3beta kinase, ADP-Glo luminescence, 60 min; hits give low values; P49841;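 active = more than half of replicate wells score below -50%, meaning over 50% inhibition versus plate controls; inconclusive = some replicates but at most half score below -50%; inactive = no replicate scores below -50%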;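 also: 0% = median DMSO wells and -100% = median GW8510 positive control wells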
Target sequence (P49841 whole entry, looked up): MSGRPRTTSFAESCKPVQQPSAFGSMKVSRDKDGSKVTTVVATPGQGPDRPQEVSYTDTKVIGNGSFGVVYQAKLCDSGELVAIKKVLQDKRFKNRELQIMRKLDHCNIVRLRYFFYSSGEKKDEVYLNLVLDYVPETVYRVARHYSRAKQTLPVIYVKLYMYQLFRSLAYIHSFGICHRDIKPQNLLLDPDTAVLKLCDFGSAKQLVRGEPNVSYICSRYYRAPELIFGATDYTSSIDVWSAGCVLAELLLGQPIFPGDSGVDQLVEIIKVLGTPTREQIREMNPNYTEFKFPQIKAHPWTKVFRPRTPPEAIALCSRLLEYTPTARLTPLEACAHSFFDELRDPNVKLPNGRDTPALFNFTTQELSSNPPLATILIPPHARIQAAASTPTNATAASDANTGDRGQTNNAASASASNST
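test system = GST-tagged human GSK3beta kinase, cell-free | reagent = 25 µM ATP with peptide substrate | dosing = one dose of 10 µM per compound | schedule = 60 min reaction, RT | detection = luminescent ADP-Glo measurement of ADP formed | control set = DMSO neutral wells and GW8510 at 20 µM as positive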
Starred values were filed as active, the others as inactive; i = inactive; ? = inconclusive; / = not tested or not shown. An excerpt, so the mix of outcomes need not match the whole.

SMILES	KCNK9 inh	DYRK1A inh	KCNK3 inh	HDAC3 inh	PolyA inh	KCNQ1 pot	RGS4 pot	GSK3A inh	hERG rescue	KCNQ1 block	GSK3beta inhib
O=C(Nc1cccnc1)c1ccc([N+](=O)[O-])cc1Cl	i	-3.7	i	1.3	i	i	i	3.0	-1.7	i	0.7
CCCCC#Cc1ccc2c(c1)COc1c3ccccc3nn1-2	i	-0.5	i	9.4	i	i	i	-1.4	-8.2	i	1.7
CCNc1nc(NC(C)C)nc(Oc2ccc(OCCOc3ccc(C)cc3)nn2)n1	i	16.3	i	3.0	i	i	i	-2.0	-8.3	i	1.8
O=C1Nc2ccc(S(=O)(=O)NCCC3=CCCCC3)c3cccc1c23	i	14.2	i	3.6	i	i	i	1.0	-2.7	i	1.6
COc1cc(C2C(C(=O)c3cccs3)=C(O)C(=O)N2CCN2CCOCC2)ccc1OCCC(C)C (configuration not stated)	i	/	i	5.2	i	i	i	-1.0	0.1	i	-28.0
CCCSc1nc2sc3c(c2c(=O)[nH]1)CC(C)CC3 (configuration not stated)	i	-2.3	i	0.8	i	i	i	-0.7	-7.3	i	-4.6
CCN(C(=O)CSc1nnc(Cc2ccccc2F)n1N)C1CCS(=O)(=O)C1 (configuration not stated)	i	5.2	i	5.7	i	i	i	-0.3	-6.2	i	1.3
CN(CC(=O)Nc1ccccc1Cl)C(=O)COC(=O)c1ccc(S(=O)(=O)C(F)F)cc1	i	6.5	i	-1.8	i	i	i	0.1	-18.6	i	0.1
CCOC(=O)C1CCCN(S(=O)(=O)CCNC(=O)c2ccc(F)cc2)C1 (configuration not stated)	i	-1.3	i	4.4	i	i	i	-0.2	-10.6	i	1.8
Cc1c(NC(=O)N(C)C)c(=O)n(-c2ccccc2)n1C	i	-2.1	i	-4.1	i	i	i	-4.1	-9.5	i	2.8
O=S(=O)(c1ccc(F)c(F)c1)N1CCN(CCc2ccccc2)CC1	i	5.0	i	-1.9	i	i	i	0.4	-4.9	i	0.3
CCOc1cc(-c2sc(Nc3ccccc3)n[n+]2C)ccc1OC	i	-3.8	i	-1.6	i	i	i	-2.4	-6.4	i	2.8
CCNC(=S)N(Cc1cc2cc(C)cc(C)c2[nH]c1=O)C1CCCC1	i	-9.9	i	-4.1	i	i	i	-1.7	-4.5	i	1.3
CN1C(=O)CC(N2CCC(C(N)=O)CC2)C1=O (configuration not stated)	i	18.4	i	-0.3	i	i	i	0.6	-1.9	i	4.5
CCOc1ccc(CN2CCNC(=O)C2CC(=O)O)cc1 (configuration not stated)	i	0.6	i	1.3	i	i	i	-2.0	-2.1	i	2.8
COCCCN1C(=O)c2[nH]nc(-c3ccccc3O)c2C1c1cccc(Cl)c1 (configuration not stated)	i	-4.7	i	-3.0	i	i	i	2.4	-15.3	i	-4.5
O=C(NCCNC(=O)c1cc(OCC(F)(F)F)ccc1OCC(F)(F)F)Nc1ccccc1	i	4.9	i	1.9	i	i	i	-2.0	-10.6	i	-0.4
CCOc1ccccc1N(CC(=O)N1CCCCCC1)S(C)(=O)=O	i	-1.8	i	-6.0	i	i	i	-0.7	-12.6	i	4.0
Cc1nn(CC(O)c2ccccc2)c(C)c1Br (configuration not stated)	i	-6.5	i	4.2	i	i	i	-3.3	-9.3	i	-0.2
CCOc1ccccc1C(=O)Nc1ccc2c(c1)C(=O)NC2=O	i	-4.5	i	-6.4	i	i	i	2.0	-10.5	i	-3.0
Cc1ccccc1-c1nc(CS(=O)(=O)CC(=O)NCc2ccccc2)c(C)o1	i	-5.1	i	1.8	i	i	i	-0.4	-3.5	i	0.3
CC(CCc1ccccc1)NCC(O)COc1ccccc1 (configuration not stated)	i	8.3	i	?	i	i	i	1.0	-17.1	i	-4.3
O=C(NNC(=O)C1C2CCC(C2)C1C(=O)O)c1ccc(Cl)cc1 (configuration not stated)	i	2.1	i	12.7	i	i	i	-2.5	-1.8	i	1.3
Cc1cc(C)c(C)c(S(=O)(=O)N2CCSCC2)c1C	i	-3.3	i	1.2	i	i	i	0.2	-5.4	i	-0.5
CN(C)S(=O)(=O)c1cccc(COC(=O)c2cc([N+](=O)[O-])ccc2N2CCOCC2)c1	i	-5.8	i	/	i	i	i	/	-4.7	i	-0.4
O=C(CSc1nnc(NC(=O)C2CC(=O)N(c3ccc(F)cc3)C2)s1)NCc1ccco1 (configuration not stated)	i	-6.2	i	1.6	i	i	i	-0.3	-11.9	i	3.1
CCOc1ccc(NS(=O)(=O)c2ccc(OC)c(C)c2)cc1	i	2.7	i	7.2	i	i	i	-0.5	-9.1	i	1.0
c1ccc(-c2nc(-c3ccco3)cs2)nc1	i	/	i	3.3	i	i	i	/	-23.5	i	3.6
O=c1[nH]ncc2c3ccccc3n(Cc3ccccc3F)c12	i	-1.3	i	-8.6	i	i	i	-5.7	-6.8	i	0.8
COc1ccc(C2CC(=O)c3ccccc3O2)cc1 (configuration not stated)	i	1.5	i	-4.3	i	i	i	0.9	-11.4	i	-5.0
Cc1cc(C)cc(OCC(=O)Nc2ccc(N3CCN(S(C)(=O)=O)CC3)cc2)c1	i	-3.4	i	-0.9	i	i	i	1.6	2.2	i	0.6
Cc1ccc(CNC(=O)c2cc(COc3c(F)cccc3F)on2)s1	i	-1.3	i	1.8	i	i	i	-1.3	-11.5	i	3.3
COC(=O)[C@@H]1CCCN1C(=O)CCc1nnc(CCc2c[nH]c3ccccc23)o1	i	-2.1	i	13.4	i	i	i	-6.4	-8.2	i	3.7
CC(C)Cc1nc(Nc2ccc(S(=O)(=O)N3CCCC3)cc2)c2nnn(Cc3ccccc3)c2n1	i	-2.5	i	-17.8	i	i	i	-3.1	-10.1	i	3.6
CN(CCCNC(=O)CCCOc1cc(=O)n(C)c2ccccc12)Cc1ccccc1	i	1.4	i	-0.1	i	8*	i	3.7	-7.5	i	-0.8
O=C(O)c1ccc2c(c1)C1C=CCC1C(c1cc3c(cc1Br)OCO3)N2 (configuration not stated)	i	-2.8	i	-0.3	i	i	i	-3.3	-3.7	i	4.0
COc1ccc(C(=O)N2CCN(c3ccc(NC(=O)Cc4ccccc4)cc3)CC2)cc1	i	-1.6	i	-1.7	i	i	i	-1.2	-8.9	i	-0.9
Cc1ccc(CNc2ccccc2C(=O)O)s1	i	-1.9	i	0.0	i	i	i	-4.9	-1.8	i	-3.3
Cc1cccc(C)c1NC(=S)NCc1ccncc1	i	6.5	i	5.7	i	i	i	1.3	-3.6	i	-4.0
Cc1ccc(N2C(=O)c3ccccc3C2Nc2ccccc2F)nc1 (configuration not stated)	i	5.1	i	1.7	i	i	i	-3.4	-8.9	i	-1.7
COc1ccc(NC(=O)CN(C)C(=O)c2ccc(OCc3ccccc3)c(OC)c2)cc1	i	-5.2	i	1.2	i	i	i	-1.6	-1.9	i	/
O=C(NNC(=O)c1ccc(-n2cncn2)c([N+](=O)[O-])c1)c1ccc(Cl)cc1	i	7.8	i	2.1	i	i	i	-2.2	-5.7	i	/
O=C(NCCCN1CCOCC1)c1ccc2c(c1)N(Cc1ccc(F)cc1)CCS2	i	/	i	-48.9	i	i	i	/	-9.4	i	1.2
Cc1ccc(-n2[nH]c(=O)c3cccnc32)cc1	i	2.3	i	0.7	i	i	i	-0.6	-8.4	i	0.3
COC(=O)c1cn(CC(=O)N2CCCCCC2)c2ccccc12	i	8.7	i	-6.3	i	i	i	-1.3	-1.6	i	-3.1
Cc1noc(C)c1COC(=O)CCOc1ccccc1	i	-3.4	i	-4.9	i	i	i	0.2	-16.7	i	2.9
COc1ccc(OCC(=O)NCCCn2ccnc2)cc1	i	0.0	i	-4.2	i	i	i	-4.3	-0.5	i	-0.8
Cc1nnc(SCC(=O)Nc2nc3c(s2)CC(C)CC3)s1 (configuration not stated)	i	-0.8	i	1.4	i	i	i	0.3	-0.8	i	-0.2
CCOc1ccc(OCC)c(NS(=O)(=O)c2cn(C)cn2)c1	i	-2.0	i	-3.3	i	i	i	-0.6	-6.8	i	-0.9
O=S(=O)(Nc1cc(Sc2cccc3cccnc23)c(O)c2ccccc12)c1ccccc1	i	/	/	/	i	i	i	/	-3.4	i	-0.6
COc1ccc(-n2c(SCC(=O)Nc3sc4c(c3C#N)CCCC4)nnc2-c2ccc(O)cc2)cc1	i	4.2	i	-3.2	i	i	i	3.1	-13.2	i	2.1
CC(C)(C)C(=O)Nc1nc(-c2ccc3c(c2)OCO3)cs1	i	17.0	i	1.5	i	i	i	2.5	-11.1	i	-2.0
O=C(/C=C/c1ccco1)Nc1ccc(CN2CCOCC2)cc1	i	11.3	i	10.8	i	i	i	-0.8	-13.5	i	-0.1
O=S(=O)(c1ccc(-c2ccon2)s1)N1CCN(CCN2CCOCC2)CC1	i	-1.2	i	-0.5	i	i	i	-0.5	-13.4	i	-3.7
O=c1c2ccccc2nc(COc2ccccc2)n1/N=C/c1cc([N+](=O)[O-])ccc1O	i	-4.4	i	-12.1	i	i	i	-0.2	-6.0	i	-0.9
Cc1cc(NC(=O)/C=C/c2ccccc2)no1	i	-0.5	i	-2.6	i	i	i	1.5	-2.6	i	-0.3
N#Cc1c(N)n(CCOC(=O)c2ccc(Cl)cc2)c2nc3ccccc3nc12	i	21.7	i	/	i	i	i	/	-6.4	i	-1.4
CC(C)(C)N(Cc1ccccc1)C(=O)CSc1ncn[nH]1	i	1.5	i	0.3	i	i	i	0.7	-5.2	i	-0.3
CSc1ccc(C(=O)C2CCCN(Cc3cccn3-c3cccnc3)C2)cc1 (configuration not stated)	i	-4.2	i	4.1	i	i	i	-2.1	-0.6	i	-1.6
N#CC1(NC(=O)CSc2nnc(COc3ccccc3F)n2N)CCCCC1	i	-8.7	i	-0.9	/	i	i	-0.2	-11.0	i	-4.9

Ordered by heavy-atom count (lowest first): some entries from above.
SMILES	KCNK9 inh	DYRK1A inh	KCNK3 inh	HDAC3 inh	PolyA inh	KCNQ1 pot	RGS4 pot	GSK3A inh	hERG rescue	KCNQ1 block	GSK3beta inhib
O=S(=O)(c1ccc(-c2ccon2)s1)N1CCN(CCN2CCOCC2)CC1	i	-1.2	i	-0.5	i	i	i	-0.5	-13.4	i	-3.7
O=S(=O)(Nc1cc(Sc2cccc3cccnc23)c(O)c2ccccc12)c1ccccc1	i	/	/	/	i	i	i	/	-3.4	i	-0.6
COc1ccc(-n2c(SCC(=O)Nc3sc4c(c3C#N)CCCC4)nnc2-c2ccc(O)cc2)cc1	i	4.2	i	-3.2	i	i	i	3.1	-13.2	i	2.1
